PKA-R1A activ: activators of PKA-R1A complex | PKA-R1A dissociation, Cy5-IP20 fluorescence polarization; scaled: DMSO 0%, 113 µM cGMP 100% | activation, % at 11.4 µM | AID 504707 | 0.083% of 340,000 active | P00514+P68181;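 active = percent activation above the mean of all tested compounds plus 3 SD, cut at about 19% in these data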;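 note: higher means more PKAc released from R1A so a rise in polarization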
Arrestin-AP2 inh: human beta-arrestin and AP2 interaction inhibition; FITC-arrestin peptide / GST-AP2 beads, flow cytometry; AP2 beta2 appendage carries R879A mutation; inhibition, % at 10 µM; 0.31% of 340,000 active;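 active = inhibition above a set limit, near 3 SD of compounds lacking own fluorescence, cut at about 54% in these data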;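 note: plate controls were DMSO wells for no effect and 5 µM unlabelled arrestin peptide for full effect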
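Material – AP2 appendage R879A on GSH beads · Buffer or medium – PBS with 0.05% Tween 20 and 0.1% BSA · Probe or stimulus – fluorescein-tagged arrestin peptide at 50 nM final · Incubation – compound with beads 12 min RT, then probe 1 h RT · Detection – high-throughput flow cytometry of beads, ex 488, em 535 nm · Evaluation – percent response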
MOR-DOR inv ag: mu-delta opioid heterodimer inverse agonism. 0.21% of 340,000 active. inhibition, % at 9.3 µM. cell-based MOR-DOR heterodimer luminescence. P35372+P41143; in the data active = inhibition above about 22%, passing the limit was not always enough;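 note: 0% = cells with DMSO and 100% = wells without cells with DMSO; values of inactives mirror those of a sister screen read the other way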
HTR5A inv ctr: HTR5A inverse agonism, opioid heterodimer counter-screen. HTR5A cell line, luminescence. AID 504634. 0.083% of 340,000 active. inhibition, % at 9.3 µM. P47898; in the data active = inhibition mostly above about 23%, no sharp cut-off; inactive = mostly below about 18%;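 note: 0% = cells with DMSO and 100% = no-cell wells with DMSO; some compounds called inactive have numbers as strong as hits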
HTR5A ag: counter-screen for OPRM1-OPRD1 agonists: human HTR5A agonism | P47898 | HTR5A agonist assay, luminescence, cell-based | activation, % at 9.3 µM | 0.61% of 340,000 active | AID 504692; in the data active = activation mostly above about 9.5%, no sharp cut-off; inactive = mostly below about 7.6%;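 note: 0% = cells with vehicle only and 100% = reference agonist; strong numbers were not always called active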
OPRM1-OPRD1 ag: agonists of human mu-delta opioid receptor heterodimerization; P35372+P41143; activation, % at 9.3 µM; cells, OPRM1-OPRD1 heterodimerization, luminescence; AID 504326; 0.3% of 340,000 active; in the data active = activation above about 18%;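 note: 0% = vehicle-treated cells and 100% = reference agonist; values of inactives mirror those of a sister screen read the other way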
PKA-R2B activ: activates the human PKA-R2B holoenzyme complex. activation, % at 11.4 µM. 0.079% of 340,000 active. P22694+P31323. PKA-R2B holoenzyme dissociation, Cy5-IP20 fluorescence polarization; R2B truncated from residue 108, S112A mutant; 0% DMSO only, 100% 113 µM cGMP;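 active = activation above a cutoff set at the mean over all compounds plus 3 SD, cut at about 18% in these data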;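 note: higher means more holoenzyme dissociation and a rise in polarization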
DAGLB inh: blocks human DAGLB lipase activity; Q8NCG7; AID 504411; 0.059% of 340,000 active; HEK293T DAGLB membrane lysate, EnzChek fluorogenic substrate; inhibition, % at 5.17 µM; in the data active = inhibition above about 34%;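 note: 0% = enzyme with vehicle and 100% = wells lacking enzyme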
DSG3 Ab inh: human desmoglein-3 autoantibody binding inhibition; binding (percent of control), % at 10 µM; P32926; AID 588358; 0.48% of 310,000 active; DSG3-coupled beads, scFv-anti-DSG3-GFP binding, flow cytometry; stronger effect = lower value;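 active = binding more than 3 SD below its plate's average and above zero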;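 note: hits lower antibody fragment binding to DSG3; some compounds called inactive have numbers as strong as hits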
Target sequence (P32926 whole entry, looked up, the tested form may be a part): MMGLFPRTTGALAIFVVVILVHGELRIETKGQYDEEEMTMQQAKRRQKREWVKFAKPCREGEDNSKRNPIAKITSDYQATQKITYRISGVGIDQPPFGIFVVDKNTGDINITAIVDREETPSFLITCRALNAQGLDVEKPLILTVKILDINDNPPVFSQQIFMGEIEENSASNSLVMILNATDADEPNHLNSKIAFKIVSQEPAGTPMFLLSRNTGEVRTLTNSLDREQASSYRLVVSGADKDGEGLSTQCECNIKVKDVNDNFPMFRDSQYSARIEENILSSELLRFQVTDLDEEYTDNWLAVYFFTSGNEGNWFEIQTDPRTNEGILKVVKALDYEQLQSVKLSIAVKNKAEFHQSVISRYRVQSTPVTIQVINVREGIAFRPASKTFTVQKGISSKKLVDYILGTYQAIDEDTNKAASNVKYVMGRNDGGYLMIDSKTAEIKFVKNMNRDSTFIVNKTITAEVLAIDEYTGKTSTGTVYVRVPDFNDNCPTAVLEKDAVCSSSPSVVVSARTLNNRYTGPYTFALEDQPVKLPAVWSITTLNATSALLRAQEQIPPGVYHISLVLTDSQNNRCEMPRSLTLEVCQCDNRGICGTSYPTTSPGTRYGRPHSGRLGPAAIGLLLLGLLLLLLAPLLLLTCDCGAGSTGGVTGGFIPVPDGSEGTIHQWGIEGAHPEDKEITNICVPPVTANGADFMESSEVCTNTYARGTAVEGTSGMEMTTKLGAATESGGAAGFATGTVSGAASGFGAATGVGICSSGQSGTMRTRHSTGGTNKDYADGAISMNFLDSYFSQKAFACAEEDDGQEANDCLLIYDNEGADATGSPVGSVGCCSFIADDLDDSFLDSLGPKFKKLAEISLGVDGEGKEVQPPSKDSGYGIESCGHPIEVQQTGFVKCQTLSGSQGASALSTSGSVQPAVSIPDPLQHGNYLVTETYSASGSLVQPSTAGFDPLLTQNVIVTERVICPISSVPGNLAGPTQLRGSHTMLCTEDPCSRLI
V-ATPase pHluor: alters yeast V-ATPase proton transport; 0.37% of 350,000 active; response, % at 10 µM; S. cerevisiae, pHLuorin cytosolic pH fluorescence; in the data active = response mostly above about 7.3%, no sharp cut-off; inactive = mostly below about 5.4%; note: actives read high; inactives centre near 0; some compounds called inactive have numbers as strong as hits; reference of the scale not given here
An asterisk follows results filed as active; / = no result given.

item	SMILES	PKA-R1A activ	Arrestin-AP2 inh	MOR-DOR inv ag	HTR5A inv ctr	HTR5A ag	OPRM1-OPRD1 ag	PKA-R2B activ	DAGLB inh	DSG3 Ab inh	V-ATPase pHluor
1	Cc1ccc(NC(=O)CC(NCC2CCCO2)C(=O)O)cc1C (stereo unspecified)	6	-16	12	-7	-4	-2.4	-24	0	107	4
2	Cc1ccc(C(=O)CSc2nc3ccccc3c(=O)[nH]2)cc1C	-9	8	-9	-9	3	1.7	9	-1	100	-1
3	COc1ccc(-c2cc(C(F)(F)F)nc(SCC(=O)Nc3ccc4c(c3)OCO4)n2)cc1OC	-5	2	-9	-21	0	1.7	0	-3	80	1
4	CC(=O)NCCC1CCN(C(=O)c2cc(COc3ccc(C)nc3)on2)CC1	10	-2	3	-13	3	-0.6	6	0	98	1
5	O=S(=O)(c1ccccc1)c1nc(-c2ccco2)oc1N1CCCCCC1	0	-1	3	18	2	-0.6	12	-3	100	2
6	Cc1cc(C)nc(Oc2ccc(Br)cc2Br)n1	-6	-1	19	6	-2	-3.2	3	-4	100	1
7	CC(C)(Oc1ccc(Cl)cc1)C(=O)NCc1n[nH]c(=O)c2ccccc12	-1	17	5	0	0	-0.8	-4	4	/	-1
8	COc1ccc(C(=O)Nc2nc3c(s2)Cc2cc(OC)ccc2-3)cc1	0	5	-9	2	5	1.6	-8	5	105	0
9	CCOc1cc(CNS(=O)(=O)c2ccc3c(c2)CC(=O)N3C)cc(OCC)c1OCC	-6	11	3	1	1	-0.7	0	1	103	-3
10	O=C(CN(C(=O)CCC(=O)Nc1nccs1)c1ccccc1F)NCCc1ccccc1	4	-6	2	-25	5	-0.3	-7	2	111	2
11	CCN1C(=O)/C(=C\c2cn(CCC#N)nc2-c2ccc(F)cc2)SC1=S	-5	-3	-61	1	0	8.4	-12	-1	105	7
12	CN(c1ccccc1)S(=O)(=O)c1ccc2c(c1)oc(=O)n2C	-13	-21	14	-31	8	-2.8	-6	0	110	-4
13	COc1ccc(CCNC(=O)c2cccc(NS(=O)(=O)c3ccccc3F)c2)cc1OC	-2	-1	4	16	4	-0.8	2	1	/	1
14	CCN(CC)S(=O)(=O)c1ccc(Cl)c(C(=O)Oc2cccnc2)c1	-4	-4	-11	-8	4	1.8	7	1	102	3
15	CCOC(=O)CSc1nc2c(c(=O)n(C)c(=O)n2C)n1Cc1ccccc1F	-4	-2	-10	0	0	1.9	-15	1	100	2
16	Nc1ccc(S(=O)(=O)Nc2nccc(/C=C/c3cccc([N+](=O)[O-])c3)n2)cc1	1	/	/	/	/	/	6	3	95	0
17	COc1ccc(NC(=O)N2CCC(n3nnc4cc(C)ccc43)CC2)cc1	16	22	-9	-10	4	1.5	8	-1	/	-4
18	CCOC(=O)N1CCN(C(=S)NC(=O)c2cccc(OC)c2)CC1	0	-20	16	-4	2	-4.2	-5	0	101	0
19	CCNC(=O)CN(CCc1ccccc1)S(=O)(=O)c1ccc(OC)cc1	-4	1	9	3	0	-1.7	-5	1	99	1
20	COc1ccc(CC(=O)O/N=C(\N)c2ccc(C)cc2)cc1	1	5	5	-4	-1	-1.0	-14	-28	111	-3
21	O=C(O)C1(c2ccccc2)CCN(S(=O)(=O)c2cccs2)CC1	-8	13	11	-13	5	-2.1	-9	1	99	-4
22	CN(C(=O)CSc1nnc(-c2ccco2)o1)C1CCCCC1	-1	-32	14	6	-2	-2.8	-2	2	93	3
23	Cc1cccc(C(=O)NCC(c2ccco2)N2CCc3ccccc32)c1 (stereo unspecified)	2	4	12	16	8	-1.9	-1	0	95	-2
24	COC(=O)c1cccc(Oc2nc3c(c(=O)n(C)c(=O)n3C)n2Cc2ccc(C)cc2)c1	3	1	0	6	1	-0.1	0	-2	96	-1
25	CCOC(=O)N1CCN(C(=O)/C(=C/c2ccc(N(C)C)cc2)NC(=O)c2ccccc2)CC1	-1	1	14	10	-4	-3.4	9	2	95	-1
26	COCCN1C(=O)N[C@@H](c2ccccc2)[C@H](C(=O)OC)[C@H]1C	2	7	14	-16	0	-2.5	-9	3	97	-8
27	Cc1cccc(-n2nc(C(=O)c3ccco3)cc(-c3nc4ccccc4[nH]3)c2=N)c1	4	3	-222	3	-1	31*	3	7	71	5
28	COc1ccc(/C=N/NC(=O)CCn2nc(C)cc2C)cc1	6	-6	11	-28	-6	-2.1	0	2	111	1
29	C=CCNC(=O)C12CCC(C)(C(=O)C1Br)C2(C)C (stereo unspecified)	-1	0	6	6	-2	-1.2	-4	3	105	-2
30	Cc1cc(-c2ccccc2)nc(N/N=C/c2ccc(O)cc2)n1	-2	14	-2	-19	3	0.4	4	0	96	0
31	CCN(CC)C(=O)c1nc[nH]c1C(=O)N(C)Cc1ccccc1	5	-7	8	22	-1	-1.4	-11	-2	108	2
32	Cc1ccc(S(=O)(=O)N2CCCCC2)cc1NC(=O)Cn1ccc(C(F)(F)F)n1	-11	-2	3	17	1	-0.5	-12	-2	103	-1
33	NC(=NCCc1c[nH]c2ccccc12)NC(=O)c1ccc(Cl)cc1	-3	0	-37	5	-2	7.8	1	-6	95	1
34	CCCc1oc(C(=O)O)cc1CN1CCOCC1	-8	8	20	8	-3	-3.5	-3	3	101	-3
35	COC(=O)N1C(=O)[C@](c2ccc(OC)cc2)(C(C)C)N1C(=O)OC	16	10	7	-25	-1	-1.2	6	2	105	3
36	CSCCC(N=C1NS(=O)(=O)c2ccccc21)C(=O)NCCc1ccccc1 (stereo unspecified)	-3	4	9	17	1	-1.8	9	0	97	4
37	O=C(Nc1cc(C(F)(F)F)ccc1N1CCCC1)C1CC(=O)N(Cc2ccccc2)C1 (stereo unspecified)	-3	/	/	/	/	/	-4	-1	102	1
38	NNC(=O)CSc1c(-c2ccccc2)c2cc(Cl)ccc2[nH]c1=O	-7	-15	-9	-11	3	2.0	-3	2	101	-2
39	COCCn1c(SCC#N)nnc1-c1ccccc1O	7	9	13	-9	4	-2.4	3	0	101	-1
40	COc1cc(C(=O)NCc2ccccn2)ccc1OCc1c(C)noc1C	5	2	6	-1	0	-1.4	-5	2	100	-3
41	COc1cc2c(cc1CNC[C@H]1O[C@@H](n3cnc4c(N)ncnc43)[C@H](O)[C@@H]1O)OCO2	0	22	7	-8	2	-1.4	4	0	92	-4
42	COc1cc(C(C(=O)NC(C)(C)C)N(Cc2ccccc2)C(=O)c2cnccn2)cc(OC)c1OC (stereo unspecified)	1	-13	4	-6	4	-0.7	-5	5	105	-1
43	O=C(COC(=O)c1ccc(S(=O)(=O)NCc2ccco2)cc1)NCCC1=CCCCC1	-8	2	7	-17	-1	-1.3	6	3	/	6
44	CCc1ccc(NC(=S)NC2CCN(Cc3ccccc3)CC2)cc1	11	3	-58	-31	6	11	3	-1	101	-3
45	COc1ccccc1NC(=S)N(CCCN1CCOCC1)Cc1ccccn1	1	0	8	-8	6	-1.4	-2	0	111	-3
46	CN(CCN1CCOCC1)C(=O)c1cc(COc2ccc(F)cc2Cl)on1	8	/	/	/	/	/	-15	-2	101	-2
47	Cc1ccccc1NC(=O)CN1C(=O)N/C(=C\c2ccc(N3CCOCC3)c(F)c2)C1=O	-8	15	1	-6	2	-0.3	-7	4	109	-4
48	CCOc1cc2c(cc1OCC)C(c1ccc(F)cc1)NCC2 (stereo unspecified)	-3	-7	11	5	-5	-2.2	-3	-1	107	-2
49	O=C1Nc2ncccc2OC1CCO (stereo unspecified)	-4	10	16	3	-1	-2.9	4	2	93	3
50	COc1ccc(NC(=O)CSc2nnc(NC(=O)c3ccco3)s2)cc1	-3	-5	12	10	-3	-2.4	-15	1	105	-2

(next part)
item	SMILES	PKA-R1A activ	Arrestin-AP2 inh	MOR-DOR inv ag	HTR5A inv ctr	HTR5A ag	OPRM1-OPRD1 ag	PKA-R2B activ	DAGLB inh	DSG3 Ab inh	V-ATPase pHluor
51	CCOc1ccccc1NC(=O)CSc1nc2ccccc2nc1N1CCCC1	-10	13	-5	-1	0	0.9	-6	-12	88	-1
52	Cc1csc(SCC(=O)Nc2cc(S(=O)(=O)N3CCOCC3)ccc2N2CCOCC2)n1	9	6	0	-15	1	0.0	-3	2	92	5
53	Cc1cc(C)cc(NS(=O)(=O)CCCS(=O)(=O)Nc2cc(C)cc(C)c2)c1	-3	-14	-145	-22	6	30*	-13	-2	/	0
54	O=C(CC1S/C(=N/N=C/c2c[nH]c3ccccc23)NC1=O)Nc1ccccc1 (stereo unspecified)	-3	0	5	-4	1	-0.9	-3	0	100	0
55	CC1(C)CC(=O)C2=C(C1)N(Cc1ccco1)C(=O)C2(O)C(F)(F)F (stereo unspecified)	0	0	-4	-18	6	0.8	-1	-2	/	2
56	COC(=O)[C@H]1C[C@@]2(O)CN(S(=O)(=O)c3ccc(C)cc3)C[C@@]2(OC(=O)NCc2ccco2)C[C@H]1C(=O)OC	-1	/	/	/	/	/	-11	3	109	-1
57	O=C(CCCN1C(=O)NC2(CCCC2)C1=O)Nc1ccc(Cl)c(S(=O)(=O)N2CCOCC2)c1	-7	5	15	-1	8	-3.1	10	-3	88	-8
58	CN(C(=O)COC(=O)C1c2ccccc2Oc2ccccc21)C1CCS(=O)(=O)C1 (stereo unspecified)	-2	0	15	-7	3	-3.5	11	-3	/	-1

From PubChem
